NSD2 inh: blocks human histone methyltransferase NSD2; NSD2 peptide methylation, AlphaScreen, 120 min; O96028; 310,000 compounds, 0.54% hits; inhibition, % at 12.5 µM; in the data active means inhibition above about 50%
Target sequence (O96028 whole entry, looked up): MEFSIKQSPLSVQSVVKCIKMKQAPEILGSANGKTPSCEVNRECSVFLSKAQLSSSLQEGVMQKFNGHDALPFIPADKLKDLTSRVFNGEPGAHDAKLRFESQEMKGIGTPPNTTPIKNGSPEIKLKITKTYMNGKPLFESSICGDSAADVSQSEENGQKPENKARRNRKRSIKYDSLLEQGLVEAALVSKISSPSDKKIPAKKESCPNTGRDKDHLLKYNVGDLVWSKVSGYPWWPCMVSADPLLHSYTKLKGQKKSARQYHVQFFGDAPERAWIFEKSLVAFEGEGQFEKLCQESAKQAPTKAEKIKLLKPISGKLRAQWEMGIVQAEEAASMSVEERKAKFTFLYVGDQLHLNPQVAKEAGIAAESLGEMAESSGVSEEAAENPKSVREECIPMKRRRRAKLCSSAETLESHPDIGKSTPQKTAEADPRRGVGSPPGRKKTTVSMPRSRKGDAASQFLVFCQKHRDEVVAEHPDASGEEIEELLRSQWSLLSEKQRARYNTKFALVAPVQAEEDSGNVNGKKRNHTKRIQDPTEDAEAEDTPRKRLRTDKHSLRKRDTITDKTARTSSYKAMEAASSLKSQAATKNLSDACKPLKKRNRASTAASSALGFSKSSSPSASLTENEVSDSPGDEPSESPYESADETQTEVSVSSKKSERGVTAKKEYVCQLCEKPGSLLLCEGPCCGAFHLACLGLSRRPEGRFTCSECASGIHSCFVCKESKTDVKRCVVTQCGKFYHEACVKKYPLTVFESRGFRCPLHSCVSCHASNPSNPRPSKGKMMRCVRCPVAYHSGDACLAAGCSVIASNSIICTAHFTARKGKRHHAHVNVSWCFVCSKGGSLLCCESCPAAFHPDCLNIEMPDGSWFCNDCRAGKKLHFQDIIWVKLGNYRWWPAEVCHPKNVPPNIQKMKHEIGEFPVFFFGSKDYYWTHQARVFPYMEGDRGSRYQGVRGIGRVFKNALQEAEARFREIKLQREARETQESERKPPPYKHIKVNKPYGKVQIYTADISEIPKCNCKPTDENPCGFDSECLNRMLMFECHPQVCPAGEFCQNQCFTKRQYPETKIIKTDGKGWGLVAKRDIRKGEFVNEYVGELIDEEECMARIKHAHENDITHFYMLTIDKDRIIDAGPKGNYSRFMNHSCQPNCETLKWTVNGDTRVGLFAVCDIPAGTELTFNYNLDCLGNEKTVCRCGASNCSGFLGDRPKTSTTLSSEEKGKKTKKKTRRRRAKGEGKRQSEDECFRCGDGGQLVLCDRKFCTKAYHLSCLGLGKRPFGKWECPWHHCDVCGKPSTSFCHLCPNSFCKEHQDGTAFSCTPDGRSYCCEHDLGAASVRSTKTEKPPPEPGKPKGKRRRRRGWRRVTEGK
SR-BI DiI-HDL act: activators of SR-BI mediated HDL lipid uptake; CHO ldlA[mSR-BI] cells, DiI-HDL uptake fluorescence, 3 h; 100 = double the neutral-control signal; activation, % at 12.5 µM; 320,000 compounds, 0.096% hits; AID 504775;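 active means mean replicate activation of at least 60% and every replicate at or above 60%; inconclusive means mean or all-replicate condition met, but not both; inactive means mean below 60% and not all replicates reaching 60%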;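 further: 0% = median plate neutral-control signal and 100% = twice that signal; values of inactives mirror those of a sister screen read the other way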
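Test system: SR-BI-overexpressing, LDLR-lacking CHO cells. Measured by: DiI fluorescence, bottom read. Medium: Ham's F12 with 0.5% BSA, HEPES 25 mM, pH 7.4. Timing: 3 h uptake period with compound, 37 °C.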
PfHsp90 yeast 2: inhibits growth of yeast expressing Plasmodium falciparum Hsp90. inhibition, % at 9.4 µM. 310,000 compounds, 0.32% hits. S. cerevisiae expressing PfHsp90, BacTiter-Glo ATP, 48 h; yeast lacking PDR1 and PDR3 efflux regulators. AID 504621;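 active means every replicate shows inhibition above about 80%, whatever the replicate mean, limit read from the data; inconclusive means mean inhibition reaches the set limit but some replicate falls short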;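 further: 0% = DMSO neutral controls and 100% = 20 µM radicicol positive controls; yeast relying on Plasmodium falciparum Hsp90 in place of its own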
SR-BI HDL uptake: inhibitors of mouse SR-BI mediated HDL lipid uptake. ldlA[mSR-BI] CHO cells, DiI-HDL uptake fluorescence, 3 h. Q61009. AID 488896. inhibition, % at 12.5 µM. 320,000 compounds, 0.96% hits;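 active means mean replicate inhibition of at least 70% and a set share of replicates each scoring 70 or more; inconclusive means meets just one of the two criteria; inactive means fails both criteria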;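 further: 0% = median of neutral control wells and 100% = median of positive control wells; values of inactives mirror those of a sister screen read the other way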
CAL PDZ FP-1: CAL PDZ (human) peptide binding inhibition | Q9HD26 | purified CAL PDZ, TMR-peptide fluorescence polarization, 1 h | inhibition, % at 24.9 µM | 300,000 compounds, 0.92% hits | AID 602252;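 active means mean inhibition of at least 30% with at least half of replicates also reaching 30%; inconclusive means no clear call, values can overlap the other calls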;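 further: 0% = DMSO neutral control and 100% = excess unlabeled competitor peptide PRC23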
CAL PDZ FP-2: inhibitors of human CAL PDZ peptide binding. Q9HD26. purified CAL PDZ, TMR-peptide fluorescence polarization, 1 h. inhibition, % at 20 µM. 330,000 compounds, 0.02% hits. AID 504414;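 active means highest replicate inhibition of at least 40%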;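 further: plate controls were DMSO neutral control wells for no effect and unlabeled competitor peptide control wells for full effect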
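System: tagged CAL PDZ domain. Schedule: 1 h room-temperature incubation prior to read. Signal: fluorescence polarization (mP). Measure: percent inhibition from loss of millipolarization.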
PvdQ acylase: blocks Pseudomonas aeruginosa PvdQ acylase activity; purified PvdQ acylase, fluorescence plate reader; inhibition, % at 10 µM; 340,000 compounds, 0.063% hits; in the data active means inhibition above about 30%, passing the limit was not always enough; inconclusive means no clear call, values can overlap the other calls;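 further: 0% = vehicle neutral wells and 100% = reference inhibitor wells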
Rtt109 Vps75: blocks Candida albicans Rtt109/Vps75 acetyltransferase activity; 330,000 compounds, 0.16% hits; inhibition, % at 34.9 µM; AID 540336; purified Rtt109/Vps75, ThioGlo CoA-SH fluorescence, 4 h;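 active means inhibition of at least 50% in every replicate; inconclusive means best replicate reaches 50% inhibition but some replicates fall short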
MITF act: MITF TRPM1 promoter activation in melanoma cells | 300,000 compounds, 0.75% hits | SK-MEL-5 TRPM1-promoter luciferase, 24 h; % of positive control, neutral wells = 0 | activation, % at 12.5 µM;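 active means mean activation of at least 80% with every replicate also reaching 80%; inconclusive means mean reaches 80% but some replicate falls short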;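 further: 0% = neutral control wells and 100% = parthenolide positive control wells; values of inactives mirror those of a sister screen read the other way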
dFosB act: enhances mouse delta FosB homodimer DNA binding; P13346; purified delta FosB, TAMRA-CDK5 oligo fluorescence polarization; percent of positive-control signal above neutral wells; activation, % at 25 µM; 340,000 compounds, 0.99% hits;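 active means mean activation above about 17%, with every replicate also reaching it, limit read from the data, passing the limit was not always enough; inconclusive means only one of the two conditions met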;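 further: fluorescence polarization rise as delta FosB binds a TAMRA Cdk5 AP-1 oligo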
An asterisk follows results filed as active; ? = inconclusive; / = no result given.

Sample of the layout (three entries):
NSD2 inh	SR-BI DiI-HDL act	PfHsp90 yeast 2	SR-BI HDL uptake	CAL PDZ FP-1	CAL PDZ FP-2	PvdQ acylase	Rtt109 Vps75	MITF act	Molecule	dFosB act
-1	-16	-17	16	/	-0.5	-4	7	72	O=C(c1cc(-c2cccs2)on1)N1CCCCC1	1
4	-2	-14	2	1	-0.6	3	5	18	c1ccc(Cn2c(SCc3nc4ccccc4s3)nnc2-c2ccco2)cc1	-13
-2	29	/	-29	/	0.3	-6	-2	-4	CC(=O)Oc1ccc(NC(=O)C2CCCCC2)c(C(=O)O)c1	3

All compounds of this part, from the start:
NSD2 inh	SR-BI DiI-HDL act	PfHsp90 yeast 2	SR-BI HDL uptake	CAL PDZ FP-1	CAL PDZ FP-2	PvdQ acylase	Rtt109 Vps75	MITF act	Molecule	dFosB act
-1	-16	-17	16	/	-0.5	-4	7	72	O=C(c1cc(-c2cccs2)on1)N1CCCCC1	1
4	-2	-14	2	1	-0.6	3	5	18	c1ccc(Cn2c(SCc3nc4ccccc4s3)nnc2-c2ccco2)cc1	-13
-2	29	/	-29	/	0.3	-6	-2	-4	CC(=O)Oc1ccc(NC(=O)C2CCCCC2)c(C(=O)O)c1	3
4	4	26	-4	-5	-1.3	-13	-1	8	O=C(COC(=O)c1cc(S(=O)(=O)N2CCOCC2)ccc1F)Nc1ccc(Cl)cn1	-2
-31	7	?	-7	-4	10.0	-18	-301	/	O=C(O)c1ccc(N2N=C(c3ccccc3)CC2c2ccccc2)cc1 (stereo unspecified)	-5
0	38	-24	-38	-1	-2.8	-5	-6	34	O=C(Cc1ccc([N+](=O)[O-])cc1)Nc1ccc(O)cc1C(=O)O	2
44	7	18	-7	-6	0.9	11	-5	-46	CC1=C/C(=C(/c2cc(C)c(O)c(Br)c2)c2ccccc2S(=O)(=O)O)C=C(Br)C1=O	6
/	-4	-8	4	/	-0.3	1	-9	-16	O=C(Cn1c(=O)oc2cc(S(=O)(=O)N3CCCC3)ccc21)NC1CCCCC1	-1
-2	-38	-1	38	-5	-1.4	8	-4	-12	O=C(CN1C(=O)NC(Cc2c[nH]c3ccccc23)C1=O)Nc1cccc(S(=O)(=O)N2CCCCCC2)c1 (stereo unspecified)	-3
/	17	1	-17	-2	-0.2	6	-6	1	O=C(Cc1ccccc1)N(c1ccc(F)cc1)C1C=CS(=O)(=O)C1 (stereo unspecified)	0
-3	8	-5	-8	-1	-1.8	-12	-10	3	Cc1ccc(C(=O)OCC(=O)NCCNC(=O)COC(=O)c2ccc(C)s2)s1	14
0	0	3	0	1	-2.2	3	-1	3	N#Cc1c(F)cccc1N1CCN(Cc2ccc3c(c2)OCO3)CC1	3
-1	-16	/	16	-2	-0.7	-13	-8	69	COc1ccc(C(=O)OCC(=O)c2c[nH]c3ccccc23)c(OC)c1	-6
4	7	10	-7	2	/	-18	-2	0	O=C(CCSCCC(=O)NCc1cccs1)NCc1cccs1	6
-3	-8	20	8	-1	-0.7	-5	4	-5	c1cc2c(cc1-c1[nH]ncc1CN1CC3C[C@@H]4CC1C[C@H](C3)C4)OCO2	-5
3	18	-11	-18	1	-0.4	-18	-4	4	CN(Cc1ccc(F)cc1)C(=O)c1cccc(OC2CCN(C3CCCC3)CC2)c1	3
-1	-1	-2	1	6	/	-10	5	-5	CC(C)SCC(=O)Nc1ncc2c(n1)-c1ccccc1CC2	-9
33	4	10	-4	4	-0.1	-8	-1	/	CCOC(=O)c1cnc(SCC(=O)N2CCN(C(=O)c3ccco3)CC2)nc1N	-6
4	8	2	-8	-2	-1.5	-11	6	-12	Cc1ccc(C(=O)CC2(O)C(=O)N(Cc3ccccc3)c3ccccc32)o1 (stereo unspecified)	-6
/	13	0	-13	/	0.4	13	10	/	COc1cccc(C(=O)Nc2nnc(S(=O)(=O)N3CCCCC3)s2)c1	6
-2	14	8	-14	-3	-2.3	-4	-5	10	C/C(CC(=O)Nc1ccc(Cl)cc1C(F)(F)F)=N\NC(=O)c1ccccn1	-16
/	-18	-16	18	-3	-0.4	3	6	-13	C[C@]12c3[nH]c4ccccc4c3CCN1C(=O)C(CC(=O)NCC13CC4CC(CC(C4)C1)C3)C[C@@H]2C(=O)N1CCOCC1 (stereo partly specified)	-6
-2	43	13	-43	0	-3.1	-11	1	3	COCCc1ncc(CN2CCC(C(=O)Nc3ccc(-n4cccn4)cc3)CC2)cn1	-5
1	24	3	-24	-5	-1.0	12	0	-2	Cc1cccc(N(CC(=O)Nc2ccccc2-c2ccccc2)S(=O)(=O)c2ccccc2)c1C	-4
-3	1	25	-1	-4	-1.7	2	1	-13	COc1ccc(C(C)(C)C)cc1S(=O)(=O)N1CCC(C(N)=O)CC1	-8
1	22	-3	-22	-2	0.0	-12	-1	5	O=C1CCc2nc3ccccc3c(=O)n2N1	-1
0	-4	-6	4	/	0.0	-8	4	0	Cc1cc(NC(=S)N(CCCN2CCOCC2)Cc2ccco2)ccc1Cl	-1
-1	4	19	-4	-6	-0.7	-6	2	-10	O=C(CCC(=O)c1cccs1)OCC(=O)c1ccccc1	-8
-4	3	-16	-3	-2	-2.4	-12	-2	2	CC1(C)CC(=O)CC(C)(C)N1OC(=O)c1ccccn1	1
2	18	/	-18	6	0.2	-12	7	17	Cc1cccc(NC(=O)CN2CCN(CC(=O)NCC3(N4CCCCC4)CCCCC3)CC2)c1C	1
-8	13	-12	-13	-2	-0.4	-11	-87	-2	CCSc1nc2c(c(=O)[nH]1)C(c1ccccn1)C1=C(CC(C)(C)CC1=O)N2 (stereo unspecified)	5
-1	18	12	-18	-2	-0.2	0	-1	35	Clc1ccccc1C=NNc1ccccn1	-4
-2	-4	10	4	-1	-2.0	-7	/	8	c1ccc(C2=Nn3c(nnc3-c3ccco3)SC2)cc1	-30
-3	-13	/	13	-5	-3.2	-3	1	5	Cc1cc(N2C(=O)c3ccc(C(=O)Nc4ccc(O)cc4C(=O)O)cc3C2=O)no1	-8
1	-6	10	6	0	-0.3	-10	10	-5	COc1cccc(CNCc2ccc(OC)cc2OC)c1	-2
9	3	13	-3	-2	-2.5	-8	-2	3	Cc1ccc(S(=O)(=O)N2CCC(C)CC2)cc1C(=O)NCCN1CCOCC1	-3
-2	17	2	-17	4	1.7	7	-3	/	CC1=Nn2c(nnc2-c2ccccc2F)SC1	-1
/	11	-5	-11	/	-0.8	-11	-10	/	CCCCSc1nc(N)c(NC(=O)c2ccco2)c(=O)[nH]1	0
-2	4	-4	-4	-3	-1.2	3	-5	0	Cc1ccc2c(CC(=O)Nc3c(C)n(C)n(-c4ccccc4)c3=O)coc2c1	5
/	-14	-31	14	-3	-1.2	6	2	43	COc1ccc(C=C(C#N)c2ccc(OC)cc2)cc1	-3
3	-12	-4	12	/	-3.3	1	6	23	CC(=O)c1sc(NC(=O)c2ccc(F)c(F)c2)nc1C	28*
-2	-5	15	5	-2	-0.3	17	12	-11	CC(C)CC(C(=O)OCC(=O)Nc1cccc(Cl)c1)N1C(=O)C2CC=CCC2C1=O (stereo unspecified)	-7
-1	-46	8	46	-2	-3.3	-10	/	-7	COc1ccc(C(=O)NCC(=O)N=Nc2c(O)n(Cc3ccccc3)c3ccccc23)cc1OC	-10
-1	-69	3	69	-1	0.5	-10	-5	13	COc1cc(SC)ccc1C(=O)Nc1ccc(S(=O)(=O)N2CCCC2)cc1	-8
4	9	-2	-9	0	-1.2	-19	1	-1	CCOc1ccc(NS(=O)(=O)c2ccc(C(=O)NCC3(N(C)C)CCCCC3)cc2)cc1	-10
/	59	7	-59	/	-2.9	2	6	116*	Cc1cc(C)c(NN=c2c(=O)c3ccccc3c2=O)c(C)c1	-6
0	16	15	-16	1	-1.4	-11	-7	1	COc1cc(OC)cc(-c2n[nH]c(=S)n2-c2ccc3c(c2)OCO3)c1	-5
-3	-40	4	40	-4	-2.8	10	7	24	C/C(Cl)=C\Cn1c(Nc2ccc(C)cc2)nc2c1c(=O)n(C)c(=O)n2C	-7
0	-45	/	45	-1	-0.3	2	-9	/	CCOc1ccc(CCNC(=O)c2cccc(N3CCCC3=O)c2)cc1OCC	-6
/	-6	18	6	-3	-3.3	2	1	20	O=C(Nc1nnc(-c2ccco2)s1)c1ccccc1	-6
0	4	1	-4	2	-0.6	9	-1	4	Cc1n[nH]c(C)c1S(=O)(=O)N1CCN(S(=O)(=O)c2ccccc2C#N)CC1	-1
-2	-8	/	8	/	-1.2	-6	15	-5	COc1ccc(OC)c(S(N)(=O)=O)c1	0
13	/	0	/	-4	-2.0	-6	5	4	COc1cc(/C=N/n2c(-c3n[nH]c4c3CCC4)n[nH]c2=S)cc(OC)c1O	1
/	4	1	-4	3	-0.1	-4	-1	1	CCN(CC)C(=O)Cc1ccccc1	2
0	-5	-23	5	-2	-2.4	-16	-1	3	COC(=O)c1c(-c2ccc(Br)cc2)csc1NC(=O)Cc1ccc(OC)c(OC)c1	-8
8	23	6	-23	-3	-1.6	-9	/	10	Cc1c(C(=O)O)sc2nc(SCC(=O)Nc3ccc(S(=O)(=O)NCCCC(=O)O)cc3)[nH]c(=O)c12	-8
/	-17	9	17	-1	0.2	5	-14	-2	O=c1cc2n(c(=O)[nH]1)CCC1=C2CCCC1	2
0	16	7	-16	3	0.3	-19	5	-5	CSCCC(NC(=O)c1ccc(C(C)(C)C)cc1)C(=O)OCC(=O)N1CCCC1=O (stereo unspecified)	-9
-5	9	-8	-9	-1	-0.7	2	2	2	CCOC(=O)C1CCN(S(=O)(=O)c2ccc(Cl)s2)CC1	3
1	22	-53	-22	71*	-0.7	-14	-5	-7	CN1CCN(C(=O)CC2C(=O)NCCN2Cc2ccc(-c3ccccc3)cc2)CC1 (stereo unspecified)	-5

The listing continues:
NSD2 inh	SR-BI DiI-HDL act	PfHsp90 yeast 2	SR-BI HDL uptake	CAL PDZ FP-1	CAL PDZ FP-2	PvdQ acylase	Rtt109 Vps75	MITF act	Molecule	dFosB act
0	32	14	-32	-3	-2.3	-14	-4	2	O=C(CSc1n[nH]c(-c2ccncc2)n1)c1ccccc1	-7
7	21	7	-21	-6	-0.3	-6	-4	-9	CC1CN(C(=O)Cn2c(=O)oc3ccccc32)CC(C)O1 (stereo unspecified)	3
0	-25	-2	25	-8	1.3	10	5	-10	O=C(Cc1cccc(C(F)(F)F)c1)Nc1ccccc1N1CCCC1	-4
-3	8	1	-8	3	-0.9	-5	2	-77	CCOc1ccc(OCC(=O)N(CCC2=CCCCC2)c2c(N)n(Cc3ccccc3)c(=O)[nH]c2=O)cc1	12
/	5	-6	-5	-5	-0.2	-11	0	-6	Cc1cc(NC(=O)CCC(=O)N(Cc2ccco2)C(C(=O)NC2CCCC2)c2ccccc2C)no1 (stereo unspecified)	-13

High-throughput results from PubChem BioAssay.
